Screens: PubChem BioAssay, several laboratories
Hck Nef HTS: inhibitors of human Hck kinase activated by Nef. Recombinant Hck-YEEI plus Nef, Z-Lyte FRET kinase assay. 0.68% of 220,000 active. AID 463187. inhibition, % at 20 µM;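 active = Hck-Nef kinase inhibition above about 50%, limit read from the data; inactive = inhibition below that limit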;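 note: 0% = DMSO with Hck plus Nef and 100% = Hck alone without Nef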
Target sequence (P08631 whole entry, looked up): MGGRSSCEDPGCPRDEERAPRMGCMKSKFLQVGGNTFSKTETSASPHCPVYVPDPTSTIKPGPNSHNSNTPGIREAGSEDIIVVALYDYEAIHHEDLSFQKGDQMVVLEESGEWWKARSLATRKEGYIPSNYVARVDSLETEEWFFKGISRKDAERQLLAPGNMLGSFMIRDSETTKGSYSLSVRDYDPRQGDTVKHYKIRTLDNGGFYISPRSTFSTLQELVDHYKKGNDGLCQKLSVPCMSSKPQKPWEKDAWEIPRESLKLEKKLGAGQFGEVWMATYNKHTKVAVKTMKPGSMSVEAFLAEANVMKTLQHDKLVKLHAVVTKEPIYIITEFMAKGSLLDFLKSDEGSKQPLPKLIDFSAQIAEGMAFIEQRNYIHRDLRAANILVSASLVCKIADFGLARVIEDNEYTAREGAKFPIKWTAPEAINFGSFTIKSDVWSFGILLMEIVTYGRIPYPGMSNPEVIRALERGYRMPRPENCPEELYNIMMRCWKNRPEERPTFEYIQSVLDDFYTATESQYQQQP
NCF1 inh: blocks human p47phox regulatory protein of NADPH oxidases; P14598; p47phox/p22phox peptide binding, fluorescence polarization, 2 h; inhibition, % at 24.7 µM; 0.53% of 220,000 active; AID 1274;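 active = inhibition above about 30%, limit read from the data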;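 note: 0% = p47phox with labelled peptide and 100% = labelled peptide alone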
Target sequence (P14598 whole entry, looked up): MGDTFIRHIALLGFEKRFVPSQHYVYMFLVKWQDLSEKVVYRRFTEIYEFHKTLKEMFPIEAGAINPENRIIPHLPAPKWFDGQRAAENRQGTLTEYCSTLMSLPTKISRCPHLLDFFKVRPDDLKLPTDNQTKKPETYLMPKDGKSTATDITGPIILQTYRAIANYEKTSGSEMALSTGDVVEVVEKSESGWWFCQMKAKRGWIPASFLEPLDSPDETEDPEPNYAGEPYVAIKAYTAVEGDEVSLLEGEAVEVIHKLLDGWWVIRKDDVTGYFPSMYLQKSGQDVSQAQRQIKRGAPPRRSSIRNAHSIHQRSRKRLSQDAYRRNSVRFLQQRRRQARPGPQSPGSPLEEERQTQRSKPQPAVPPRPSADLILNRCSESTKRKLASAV
Runt-SMMHC FRET: blocks binding of human RUNX1 Runt domain to CBFb-SMMHC; Q01196+Q13951; Cerulean-Runt/Venus-CBFb-SMMHC FRET ratio 530/480, 1 h; inhibition, % at 20 µM; 0.74% of 220,000 active;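 active = mean inhibition across duplicate retests at 20 µM reaching about 50%, limit read from the data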;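 note: 0% = DMSO wells and 100% = wells with excess untagged CBFb-SMMHC; inhibitors lower the FRET ratio by blocking Runt binding to CBFb-SMMHC; some results filed as inactive read as strong as hits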
L929 necroptosis: blocks zVAD induced death of L929 cells. L929 zVAD necroptosis rescue, ATP luminescence, 24 h; with zVAD 60 µM. viability rescue, % at 10 µM. 0.38% of 220,000 active;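 active = activation, scaled between plate controls, above about 75%, limit read from the data; inactive = activation under that limit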;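 note: 0% = zVAD with DMSO and 100% = DMSO alone without zVAD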
Runt-CBFb FRET: Runt domain-CBFb interaction inhibition; Q01196+Q13951; Cerulean-Runt/Venus-CBFb FRET ratio 530/480, 1 h; inhibition, % at 20 µM; AID 1496; 0.46% of 220,000 active;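 active = inhibition over about 50% at 20 µM in the single-dose screen, limit read from the data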;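 note: 0% = DMSO wells and 100% = excess unlabeled CBFb competitor control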
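Measured by: fluorescence energy transfer, 422 nm excitation, 530/480 nm emission; Assay system: Cerulean-Runt domain; Medium: Tris pH 7.5 buffer with BSA; Measure: loss of energy transfer signal; Controls: 5 µM unlabeled CBFb as full-inhibition high control; Incubation: protein complex preformed 1 h, compound exposure 1 h, room temperature, dark.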
MDM2 E3 inh: Mdm2 E3 ligase (human) inhibition; Q00987; AID 1230; 0.11% of 210,000 active; cell-based MDM2 ubiquitination luciferase reporter, 2 h; 0 = plate control, 100 = twice control, blank-subtracted; signal enhancement, % at 5 µM;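 active = signal enhancement of 30% or more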;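 note: luminescence tracks abundance of the self-degrading MDM2-luciferase fusion protein; higher signal means inhibition of MDM2 E3 ligase activity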
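Assay system: stable mammalian line carrying autodegrading MDM2–luciferase fusion reporter; Input: 2000 cells in each well; Compound dosing: single-point 5 µM; Schedule: 2 h compound exposure at 37 °C; Signal: SteadyLite luciferase luminescence after 15 min room-temperature reagent incubation; Evaluation: % luminescence enhancement versus blank-corrected plate control mean; Benchmarks: plate controls and plate blanks.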
14-3-3 Bad PPI: disrupts binding of bovine 14-3-3 zeta to phospho-Bad peptide | AID 781 | P63103 | 0.71% of 220,000 active | inhibition, % at 21.7 µM | TR-FRET 14-3-3zeta/Dy647-pBad peptide displacement, 1 h;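 active = inhibition above about 70%, limit read from the data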;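 note: 0% = full 14-3-3 plus peptide FRET controls and 100% = background without 14-3-3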
TbHK1 inh: blocks Trypanosoma brucei hexokinase 1 activity; recombinant TbHK1, G6PDH-coupled NADH A340; inhibition, % at 10 µM; 0.11% of 220,000 active; AID 1430;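 active = inhibition of 50% or more in the single-dose primary screen; inactive = inhibition below 50%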
EBV gp42 block: EBV gp42 inhibition. Q1HVG2. inhibition, % (tested at 21.74 µM). Fluorescence polarization binding assay, mP read-out. 0.42% of 220,000 active; in the data active = inhibition above about 50%
Active calls of the source: *; . = no result given; [ ] = another dose, or the depositor's remark.

SMILES	Hck Nef HTS	NCF1 inh	Runt-SMMHC FRET	L929 necroptosis	Runt-CBFb FRET	MDM2 E3 inh	14-3-3 Bad PPI	TbHK1 inh	EBV gp42 block
CN(C)c1ccc(P(=O)(OCc2ccccc2)C(O)c2ccncc2)cc1 (stereo not given)	0.9	-6.6	-3.0	0.8	-1.5	-12.1	9.3	3.4	-22.0
Cc1[nH]c(=O)[nH]c(=O)c1CSc1nnc([C@@H](NC(=O)OC(C)(C)C)C(C)C)o1	1.3	-8.5	3.6	1.1	-0.8	-17.1	-7.2	1.9	-18.3
CC(NC(=O)/C(C#N)=C/c1cn(-c2ccccc2)nc1-c1ccc(F)cc1)c1ccccc1 (stereo not given)	6.1	0.3	-1.4	.	-3.0	-0.3	8.8	-12.4	-7.7
CCCC(=O)Nc1c2c(nc3ccccc13)N(c1ccccc1)CC2	28.8	-13.0	6.4	2.0	3.1	3.6	-1.4	-6.4	-20.6
CN1CCC(OC(=O)c2cccc(Br)c2)CC1	-1.5	-4.0	1.3	-0.8	-0.1	-19.0	9.5[fluorescence artefact?]	1.0	-5.2
O=C(NC1CCCC1)C(=O)N(Cc1cccnc1)C(C(=O)NC1CCCC1)c1ccco1 (stereo not given)	-22.2	0.2	-0.7	-0.7	-0.7	-22.6	-8.2	7.9	-1.1
O=C(Nc1ccccc1O)c1cccc(S(=O)(=O)N2CCOCC2)c1	22.6	1.9	.	1.2	.	-34.0	-7.2	2.4	-16.2
COc1cccc(N/C(SCc2cccc([N+](=O)[O-])c2)=C(/C#N)C(N)=O)c1	29.0	1.0	-0.7	-2.5	-1.0	-0.4	-21.0	-18.0	-3.0
O=C(Cn1nnc2ccccc2c1=O)N[C@@H](Cc1ccccc1)C(=O)O	12.1	12.3	-3.9	-0.4	1.0	-5.6	3.1	6.6	3.5
CSc1cccc(NC(=O)C(C)Sc2ccc(C)cc2)c1 (stereo not given)	0.1	1.8	-3.5	-0.3	2.4	-7.0	1.2	-3.3	-13.2
COc1ccc(S(=O)(=O)Nc2c3ccccc3nc(=O)n2-c2ccccc2)cc1	3.2	-12.1	11.6	0.5	9.9	13.5	6.3	-4.6	-5.6
C/C(=N\Nc1ccc2nncn2n1)c1ccc(Cl)s1	11.5	-2.3	-2.8	5.6	-1.1	-10.4	-2.9	-36.1	-5.6
CCOc1nc(-c2ccc(Cl)cc2)nc2ccccc12	3.7	-6.4	1.6	-0.2	-3.9	-3.1	-3.8	-9.3	1.8
CC(=O)NCCC1CCN(c2nc3nonc3nc2N(C)Cc2ccccc2)CC1	-1.2	1.6	1.5	-0.6	-0.3	-10.5	-10.6	-16.1	-3.7
Cc1ccc(OCCNc2ccc(C(F)(F)F)cc2[N+](=O)[O-])cc1	2.1	-1.8	-8.6	0.2	-8.9	2.0	-3.8	-8.6	-22.8
CC(=O)Nc1nc(-c2ccc3c(c2)OCO3)cs1	28.3	-7.8	0.8	6.3	2.8	.	-6.9	-4.5	-12.2
S=C(NCc1ccccn1)Nc1ccc(Br)cc1Cl	0.8	-9.3	-2.5	0.4	0.8	-4.5	-7.7	-6.9	5.8
O=S1(=O)N=C(Oc2ccccc2)c2ccccc21	-1.2	-10.8	-1.9	-0.3	-0.6	3.2	15.0[fluorescence artefact?]	4.4	0.8
COc1ccc(OCc2n(CC(=O)OC3CC(C)CCC3C(C)C)c3ccccc3[n+]2C)cc1 (stereo not given)	9.2	6.5	1.4	32.6	-3.3	-11.8	-6.0	21.2	3.9
COc1nccc(C(F)(F)F)c1C(=O)Nc1ccc(Cl)cc1	7.9	-16.2	-1.5	0.0	-1.8	-6.5	1.4	-11.3	-4.5
CCN1CCCC1CNC(=O)c1ccc(Sc2ccc(F)cc2)c([N+](=O)[O-])c1 (stereo not given)	19.8	-11.7	3.2	0.7	0.4	-0.2	-20.3	1.8	2.7
CCc1nccn1C(=O)c1cnn2c(C(F)F)cc(-c3ccc(C)cc3)nc12	1.5	-0.3	2.2	2.1	-2.0	-11.6	5.9[fluorescence artefact?]	-18.8	-10.6
CCN(CC)CC(O)Cn1c(-c2cccc(Cl)c2)nc2cc(C)c(C)cc21 (stereo not given)	3.4	2.5	-0.2	0.0	-0.2	-23.6	-3.0	1.7	-3.0
COc1cc(C(=O)NCCCc2nc3ccccc3n2Cc2cc(C)ccc2C)cc(OC)c1OC	-3.5	-3.6	-9.1	-1.2	-3.3	.	-3.5	-11.5	-15.2
CC1CC(OCC(O)CN2CCN(Cc3ccccc3)CC2)CC(C)(C)C1 (stereo not given)	0.2	2.4	1.1	0.0	.	-13.2	17.8[fluorescence artefact?]	-6.2	-5.1
O=c1nc2c(-c3ccccc3F)n[nH]n2c2ccccc12	0.1	7.6	10.4	0.5	2.9	-20.1	4.5	-2.0	-17.3
CCOC(=O)Cc1cnc(NC(=O)CSc2nc(C)c(CC)c(=O)[nH]2)s1	3.8	.	1.4	0.1	0.0	.	-4.3	-9.8	-7.1
CCCNC(=O)c1cccc(C(F)(F)F)c1	-0.2	-1.2	0.3	-0.5	3.3	-15.2	-10.4	8.8	-11.2
C=CCSc1nnc(-c2cnn(-c3ccccc3)c2-n2cccc2)n1C	2.1	1.2	-4.6	0.4	1.3	-9.8	-1.6	-1.2	-4.3
O=C(Nc1ncc2c(n1)-c1ccccc1CC2)c1cccc(Cl)c1	1.4	-10.5	3.6	2.5	-1.5	-4.7	-4.2	6.4	-1.6

Part of the list above, with two lines to a compound.
Screens in order – Hck Nef HTS | NCF1 inh | Runt-SMMHC FRET | L929 necroptosis | Runt-CBFb FRET | MDM2 E3 inh | 14-3-3 Bad PPI | TbHK1 inh | EBV gp42 block
CCN(CC)CC(O)Cn1c(-c2cccc(Cl)c2)nc2cc(C)c(C)cc21 (stereo not given)
 : 3.4 | 2.5 | -0.2 | 0.0 | -0.2 | -23.6 | -3.0 | 1.7 | -3.0
COc1cc(C(=O)NCCCc2nc3ccccc3n2Cc2cc(C)ccc2C)cc(OC)c1OC
 : -3.5 | -3.6 | -9.1 | -1.2 | -3.3 | . | -3.5 | -11.5 | -15.2

Profiles, looked up by structure. Values in the order: Hck Nef HTS | NCF1 inh | Runt-SMMHC FRET | L929 necroptosis | Runt-CBFb FRET | MDM2 E3 inh | 14-3-3 Bad PPI | TbHK1 inh | EBV gp42 block
CCN(CC)CC(O)Cn1c(-c2cccc(Cl)c2)nc2cc(C)c(C)cc21 (stereo not given) is listed with 3.4 | 2.5 | -0.2 | 0.0 | -0.2 | -23.6 | -3.0 | 1.7 | -3.0
CCN1CCCC1CNC(=O)c1ccc(Sc2ccc(F)cc2)c([N+](=O)[O-])c1 (stereo not given) is listed with 19.8 | -11.7 | 3.2 | 0.7 | 0.4 | -0.2 | -20.3 | 1.8 | 2.7

(more compounds)
SMILES	Hck Nef HTS	NCF1 inh	Runt-SMMHC FRET	L929 necroptosis	Runt-CBFb FRET	MDM2 E3 inh	14-3-3 Bad PPI	TbHK1 inh	EBV gp42 block
COc1ccccc1C(=O)Nc1c2c(nn1-c1cccc(C)c1C)CS(=O)C2 (stereo not given)	3.8	1.1	3.5	-0.6	1.8	-1.2	-5.2	-4.6	-6.4
CN(C(=O)CCl)C1CCCc2ccccc21 (stereo not given)	5.7	0.8	-0.8	0.0	-0.7	1.5	-6.6	0.6	-7.3
C/C(=N/OCC(=O)NCCCCCCNC(=O)CO/N=C(/C)c1cccs1)c1cccs1	0.8	-0.9	2.9	0.1	-4.7	-2.7	18.5	6.2	5.4
O=C(CSC1=NCCS1)NC1CCCCC1	1.1	-13.3	4.7	0.3	-3.3	-5.5	7.6[fluorescence artefact?]	6.4	-66.6
CCOC(=O)CCc1c(C)c2ccc(OC(C)C(=O)OCC)c(C)c2oc1=O (stereo not given)	1.0	-0.2	2.3	0.3	-5.0	-5.6	6.3	-10.2	-6.3
CC(NC(=O)CCCCCCN1C(=O)c2ccccc2C1=O)c1ccc2c(c1)CCCC2 (stereo not given)	5.1	-5.1	-2.7	0.6	-4.8	10.1	2.7	6.0	8.3
CSc1ccc(NC(=O)Nc2cccn(Cc3ccccc3F)c2=O)cc1	21.5	-3.1	.	1.5	.	-6.0	-13.1	1.7	3.8
CCOC(=O)C1CCCN(C(=O)c2c(-c3ccccc3Cl)noc2C)C1 (stereo not given)	-1.3	-3.9	3.7	-0.1	1.3	1.9	3.7	4.0	-18.9
CCCc1nc(N2CCCC2)c(C#N)c2c1CCCC2	0.7	0.2	-0.5	-0.3	-3.0	-21.7	-6.2	-6.5	-10.3
Cc1ccc(S(=O)(=O)Nc2nccs2)cc1[N+](=O)[O-]	21.0	-4.2	-3.7	19.5	0.8	1.1	-10.0	-4.0	-8.5
O=C(CO/N=C/c1ccccc1O)NNC(=O)c1ccccc1Cl	4.7	-5.2	8.8	0.2	0.3	-3.7	3.1	6.6	-10.4
CCOC(=O)c1ccc(CNC(=O)c2n[nH]c(=O)c3ccccc23)o1	0.7	-13.4	1.7	3.9	-0.2	2.6	3.1	4.6	-9.3
Cc1ccc(S(=O)(=O)Cc2ccc(C(=O)N3CCCC3)o2)cc1	1.6	-5.8	-0.2	-0.2	4.5	-12.0	10.3	-9.5	-15.2
CC(C)OC(=O)Nc1ccc(Oc2c(F)c(F)c(F)c(F)c2F)cc1	-9.0	-8.4	-0.9	3.5	-1.2	-1.1	8.5	-6.0	-6.2
Cn1cc(Br)c(C(=O)NC(=S)Nc2ccc(S(N)(=O)=O)cc2)n1	12.1	0.3	-1.5	0.1	8.6	-83.2	-5.5	-6.9	-7.3
NC1=NC(=O)C(Cc2cccc(Cl)c2Cl)S1 (stereo not given)	1.8	3.5	-0.7	1.0	1.4	-10.9	15.3	1.8	-29.7
Cc1ccc(NC(=O)Cc2nnc(SCC(=O)c3ccc(Br)cc3)n2C)cc1	-1.1	-10.6	1.9	2.3	2.2	-16.6	10.2	-0.4	-16.7
COc1cccc(C(=O)NC2=NCCS2)c1	1.2	-19.0	3.4	0.4	-0.5	-53.2	-7.3[fluorescence artefact?]	-14.5	-0.9
Cc1ccc2c(c1)cc(CN(Cc1ccc3c(c1)OCO3)C(=O)c1cnccn1)c1nnnn12	0.8	-14.5	2.2	-0.4	-4.1	-12.4	-1.1	3.3	-0.8
Cc1cc(NC(=O)/C=C/c2ccc(Br)cc2)no1	1.3	10.9	1.2	.	-1.3	-0.3	8.6	-7.5	0.9
Cc1cccc(N(C(=O)Cn2nnc3ccccc32)C(C(=O)NC(C)(C)C)c2ccsc2)c1C (stereo not given)	1.2	-2.4	-5.3	-0.4	-1.3	1.2	-6.3	2.5	-2.8
COC(=O)c1ccc(C(=O)OC)c(NC(=O)C(C)(C)C)c1	28.2	-8.6	-1.0	-0.6	-2.7	-7.5	9.2	2.9	-1.4
Cc1ccc(NC(=O)CSc2nc(C)c(C)c(C)n2)c([N+](=O)[O-])c1	2.4	-1.0	2.9	0.2	-2.1	-12.3	0.4	7.1	1.7
O=C(Cn1nc(Cc2cccnc2)c2ccccc2c1=O)NCC1CCCO1 (stereo not given)	15.6	-17.6	-0.5	0.5	-0.3	-3.9	-0.4	-1.2	-8.3
Cc1nc2ccccc2n1CCCOc1ccccc1	-4.5	2.8	1.7	.	-3.8	-5.5	34.9[fluorescence artefact?]	-2.5	-17.8
